# GPR55 activation: GPR55 agonists via beta-arrestin recruitment, primary screen, imaging, U2OS cells, beta-arrestin-GFP redistribution (AID 1961); U2OS GPR55 beta-arrestin-GFP redistribution imaging; higher % means a stronger effect; one-dose activation, % at 10 µM; EC50 in µM for titrated hits; actives 0.048% (n = 290,000);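 active = activation above 40% with more than 50 cells counted in the well; inconclusive = wells holding fewer than 50 cells, flagged as toxic or sparse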;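 note: U2OS osteosarcoma cells stably expressing GPR55 and beta-arrestin-GFP; plate controls were DMSO negative control for no effect and LPI positive control for full effect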
# HEK293 NOD2/NF-kB: inhibition of NOD2-driven NF-kB reporter – cell-based, luminescence, uHTS, HEK293 (AID 1566); HEK293 NOD2/NF-kB luciferase reporter, luminescence; higher % means a stronger effect; actives 0.63% (n = 290,000); inhibition, % at 4 µM, or EC50 in µM where a hit was titrated; note: many of its hits are not listed in these tables
# GPR35 arrestin U2OS: inhibition of zaprinast-stimulated GPR35 beta-arrestin translocation – imaging, U2OS, beta-arrestin-GFP, zaprinast agonist, primary screen (AID 2058); U2OS GPR35 beta-arrestin-GFP translocation imaging, zaprinast antagonism; higher % means a stronger effect; inhibition, % at 10 µM, or IC50 in µM where a hit was titrated; actives 0.052% (n = 290,000);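 active = inhibition of at least 50% with at least 30 cells and total cytoplasm GFP at most 10,000,000; inconclusive = under 30 cells or total GFP of 10,000,000 plus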
# Myeloid diff MLP: myeloid differentiation induction; ER-HoxA9 myeloid progenitors, lysozyme-GFP differentiation, flow cytometry; calls only at 10 µM; actives 1% (n = 360,000); AID 624256;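 active = normalized GFP-positive differentiation at or above the plate's own cutoff, the solvent-only control mean plus 3 SD; inconclusive = no clear call, values can overlap the other calls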;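 note: cells exposed to compound for four days before flow analysis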
# KOR beta-arrestin-1: KOR agonists, beta-arrestin recruitment, primary screen, cell-based, luminescence, uHTS (AID 1777) | KOR beta-arrestin recruitment, luminescence; higher % means a stronger effect | activation, % at 10 µM, or EC50 in µM where a hit was titrated | actives 0.02% (n = 280,000); in the data active = activation above about 50%, passing the limit was not always enough; note: a part of the inactive calls stands beside numbers as strong as those of hits
# HIV peptide binding: cell-free HIV fusion peptide-binding blockers – biochemical, uHTS, fluorescence dequenching, primary screen (AID 1986); cell-free peptide binding, fluorescence dequenching, 30 min; higher % means a stronger effect; one-dose inhibition, % at 20 µM; IC50 in µM for titrated hits; actives 0.3% (n = 290,000); in the data active = inhibition mostly above about 52%, no sharp cut-off; inactive = mostly below about 76%; note: some results filed as inactive read as strong as hits
# GPR55 LPI antagonism: inhibition of LPI-stimulated GPR55 beta-arrestin translocation – imaging, U2OS, beta-arrestin-GFP, LPI agonist, primary screen (AID 2013); U2OS GPR55 beta-arrestin-GFP translocation imaging, LPI antagonism; higher % means a stronger effect; inhibition, % at 10 µM; hits with a dose series show IC50 in µM; actives 0.13% (n = 290,000);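 active = spots per cell inhibited over 60%, with over 100 cells counted and total cytoplasm intensity under 500,000; inconclusive = wells with under 100 cells, flagged as likely toxic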;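 note: U2OS cells stably carrying GPR55 and arrestin-GFP stimulated by 5 µM LPI near EC80; imaged beta-arrestin-GFP aggregate spots per cell after agonist stimulation; plate controls were LPI-stimulated DMSO wells for no effect and DMSO wells without LPI for full effect; some results filed as inactive read as strong as hits; confirmed hits need IC50 under 10 µM and bright autofluorescent wells are also inconclusive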
# KOR beta-arrestin-2: kappa opioid receptor blockers – cell-based, luminescence, uHTS (AID 1778); KOR beta-arrestin recruitment, luminescence, antagonist mode; higher % means a stronger effect; actives 0.091% (n = 290,000); inhibition, % at 10 µM; hits with a dose series show IC50 in µM; note: strong numbers were not always called active
# NOD1 inhibition: inhibition of NOD1-driven NF-kB reporter – cell-based, luminescence, uHTS, primary screen (AID 1578); NOD1-driven NF-kB luciferase reporter cells, luminescence; higher % means a stronger effect; one-dose inhibition, % at 4 µM; EC50 in µM for titrated hits; actives 1% (n = 290,000); in the data active = inhibition mostly above about 36%, no sharp cut-off; inactive = mostly below about 34%;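 note: HEK-293T reporter cells stimulated with the NOD1 agonist gamma-tri-DAP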
# Myeloid diff MLP GFP+ MAC1+ %: recorded beside Myeloid diff MLP, whose call it bears; GFP+ MAC1+ double positive, %; measured here: differentiation confirmed by MAC1 staining
# An asterisk follows results filed as active; i = inactive; ? = inconclusive; . = not tested or not shown; + = active, no number; [ ] = another dose, or the depositor's remark. Cut-off read from the data, not from the text of the source, unless noted: active = inhibition above about 50%; inactive = the rest. This is a subset; the hit share may differ from the screen's.
SMILES,GPR55 activation,HEK293 NOD2/NF-kB,GPR35 arrestin U2OS,Myeloid diff MLP,Myeloid diff MLP GFP+ MAC1+ %,KOR beta-arrestin-1,HIV peptide binding,GPR55 LPI antagonism,KOR beta-arrestin-2,NOD1 inhibition
COc1ccc(CC(=O)Nc2ccc(C(=O)Nc3ccccc3C(=O)O)cc2)cc1OC,0.7%,30%,-6%,i,0.5,-3.2%,10%,-1%,-2%,-6%
O=C(O)CSCC(=O)NCc1ccc(Cl)cc1,-0.4%,0%,6%,i,0.4,-3.4%,0.8%,7%,-5%,-20%
COc1ccc(N2CCN(Cc3nc(-c4ccccc4)no3)CC2)cc1,-0.1%,6%,2%,i,0.4,.,-1.6%,10%,-25%[20 µM],-31%
O=c1[nH]c2ccc([N+](=O)[O-])cc2nc1/C=C(\O)c1ccccc1,-1.9%,-15%,12%,i,0.2,2.8%,2.1%,-5%,2%,-10%
COc1ccc(-c2ccnc(SCC(=O)c3ccc(OC)c(OC)c3)n2)cc1,1.3%,8%,-3%,i,0.4,0.4%,-1.2%,-2%,6%,-23%
COCCNC(=O)C(=O)c1c(-c2ccccc2)[nH]c2ccccc12,0.0%,-3%,-5%,i,0.8,-1.4%,-0.7%,-5%,-12%,-28%
Cn1c(NC(=O)c2cc(Br)ccc2Cl)cc(=O)n(C)c1=O,-0.1%,3%,9%,i,2.1,-14%,0.5%,1%,-5%,4%
COc1ccc(CN2CCNC(=O)C2CC(=O)N(C)Cc2nc(C)cs2)c(OC)c1 (stereo unspecified),0.2%,7%,24%,i,0.0,3.4%,1.5%,11%,-8%,-7%
O=C(NC1CCCCC1)C(c1cccs1)N(C(=O)c1ccco1)c1ccc2c(c1)OCCO2 (stereo unspecified),0.1%,13%,-8%,i,0.5,-0.8%,7.5%,-4%,14%,-18%
CNC(=S)N/N=C(\C)c1ccc2c(c1)OCCO2,0.6%,3%,-5%,i,0.6,6.6%,-1.4%,5%,25%,-29%
O=C(c1ccc(F)cc1)C1CCN(C(=O)Nc2ccc(F)cc2)CC1,-0.1%,1%,0%,i,0.8,0.4%,0.5%,12%,-15%,-2%
Cc1ccc(C23CC4CC(CC(CC(=O)NC(C)(C)CO)(C4)C2)C3)cc1,-0.1%,-11%,1%,i,0.6,-2.2%,-0.9%,-9%,-28%,14%
Cc1cccc(C(=O)N2CCC(=O)N(C(COCc3cccc(C(F)(F)F)c3)Cc3ccccc3)CC2)c1 (stereo unspecified),0.2%,0%,9%,+,6.5*,-2.2%,-2.2%,11%,12%,-13%
CC1Oc2ccccc2N(Cc2cccc(F)c2)C1=O (stereo unspecified),-0.1%,5%,7%,i,0.9,0.7%,1.4%,6%,-17%[20 µM],-34%
Cc1ccc(C)c2[nH]c(=O)c(CCNC(=O)c3cccs3)cc12,0.8%,6%,12%,i,1.2,-0.3%,-0.8%,7%,-1%,0%
COc1ccccc1C1CCN(Cc2ccc3ccccc3c2)CC1,-0.1%,-55%,12%,i,1.9,0.2%,1.4%,11%,7%,-3%
COc1ccc2c(c1)cc(C)c1nnc(SCC(=O)N3CCN(C(=O)c4ccco4)CC3)n12,-0.2%,-6%,11%,.,.,-0.1%,-0.1%,1%,1%,-26%
COc1cc(C2NC(=O)NC(c3ccccc3)=C2C(C)=O)c(Br)cc1OCC(N)=O (stereo unspecified),0.3%,3%,-13%,i,0.8,-5.5%,1.1%,-7%,18%[20 µM],-25%
COc1ccc(-c2nc3ccccn3c2C=O)cc1,0.2%,-61%,8%,i,1.1,0.5%,1.7%,12%,.,-45%
CC(Sc1nnc(COc2ccc(Cl)cc2)n1-c1ccccc1)C(=O)O (stereo unspecified),0.0%,6%,-1%,i,0.3,-4.5%,0.8%,1%,-14%[20 µM],-10%

# Laid out differently: three of the compounds above
# Results follow in this order: GPR55 activation, HEK293 NOD2/NF-kB, GPR35 arrestin U2OS, Myeloid diff MLP, Myeloid diff MLP GFP+ MAC1+ %, KOR beta-arrestin-1, HIV peptide binding, GPR55 LPI antagonism, KOR beta-arrestin-2, NOD1 inhibition
Cc1ccc(C23CC4CC(CC(CC(=O)NC(C)(C)CO)(C4)C2)C3)cc1
    -0.1%, -11%, 1%, i, 0.6, -2.2%, -0.9%, -9%, -28%, 14%
Cc1cccc(C(=O)N2CCC(=O)N(C(COCc3cccc(C(F)(F)F)c3)Cc3ccccc3)CC2)c1 (stereo unspecified)
    0.2%, 0%, 9%, +, 6.5*, -2.2%, -2.2%, 11%, 12%, -13%
CC1Oc2ccccc2N(Cc2cccc(F)c2)C1=O (stereo unspecified)
    -0.1%, 5%, 7%, i, 0.9, 0.7%, 1.4%, 6%, -17%[20 µM], -34%

# Additional structures follow:
SMILES,GPR55 activation,HEK293 NOD2/NF-kB,GPR35 arrestin U2OS,Myeloid diff MLP,Myeloid diff MLP GFP+ MAC1+ %,KOR beta-arrestin-1,HIV peptide binding,GPR55 LPI antagonism,KOR beta-arrestin-2,NOD1 inhibition
CCOc1ccc2nc(NC(=O)CN3CCN(C)CC3)sc2c1,-0.1%,-9%,7%,i,0.5,-2.3%,-3.0%,-1%,-4%,.
Cc1ccc(OC(C)C(=O)N(Cc2cccs2)C2CCS(=O)(=O)C2)cc1C (stereo unspecified),0.5%,-1%,-5%,i,0.2,0.5%,0.6%,-16%,-21%,2%
O=C(COC(=O)CC(c1ccccc1)c1ccccc1)NCc1ccc(Cl)cc1,-0.4%,-13%,-3%,i,0.6,20%,-1.0%,-3%,-13%,-6%
CC(=O)N1CCCc2cc(S(=O)(=O)N3CCCC(C(=O)Nc4ccc(C)cc4C)C3)ccc21 (stereo unspecified),0.2%,21%,7%,i,13,-2.3%,-0.8%,15%,-4%,-6%
Cc1ccc2occ(CN3CCN(Cc4ccccc4)CC3)c(=O)c2c1,-0.1%,-56%,2%,.,.,10%,0.8%,-1%,-32%,-6%
COc1ccc(OC)c(NC(=O)CSc2nnc(Cc3cccn3C)n2-c2ccc(F)cc2)c1,-0.2%,5%,-21%,i,2.6,-4.9%,-1.1%,-5%,20%,38%
O=C(OCC(=O)N1CCN(C(=O)c2ccco2)CC1)c1sc2ccccc2c1Cl,0.2%,18%,16%,i,1.5,7.3%,0.5%,-2%,16%,4%
CC(C)c1c(C(=O)N/N=C/c2ccco2)nnn1-c1nonc1N,-0.2%,17%,-8%,i,0.0,5.0%,-2.0%,14%,2%,4%
COc1ccc(C(=O)NC2CC2)cc1OC1CCN(C/C=C/c2ccccc2)CC1,-0.1%,-2%,-5%,i,0.6,2.8%,2.2%,14%,11%,-16%
COc1ccc(C(=O)N2CCN(c3cccc(Cl)c3)CC2)cc1,0.5%,1%,-4%,i,4.9,7.1%,0.9%,-2%,-13%,-38%
COc1cc(NC(=O)c2cccc([N+](=O)[O-])c2)ccc1NC(=O)c1cc2ccccc2o1,-0.1%,6%,-6%,i,5.6,-5.9%,-0.8%,-14%,7%,-5%
C=CCn1c(NC(=O)c2ccc(C)cc2)nc2ccccc21,-0.2%,-20%,1%,i,1.1,3.2%,-0.7%,0%,-3%,28%
N#C/C(=C\c1c(F)cccc1Cl)c1nn(-c2ccccc2)c(-n2cccc2)c1C#N,0.2%,22%,-9%,i,0.4,4.8%,-1.4%,8%,3%,7%
Cc1sc2nc(CN3CCOCC3)[nH]c(=S)c2c1C,-0.4%,-8%,4%,i,0.1,-11%,-1.6%,2%,24%,-28%
CC(=O)Nc1ccc(NC(=O)[C@@H](NC(=O)c2ccccc2F)C(C)C)cc1,-0.1%,-6%,-12%,i,1.0,-0.3%,-1.5%,1%,-22%,-1%
COc1ccc(C(=O)NC(C)c2csc(C)n2)cc1OC1CCN(C(C)=O)CC1 (stereo unspecified),-0.2%,1%,0%,i,4.7,-3.3%,0.7%,9%,-14%,-9%
C=CCNc1nc(Nc2cc(Cl)ccc2OC)nc(OC)n1,-0.1%,1%,0%,i,0.3,-2.9%,0.7%,3%,-4%,-33%
CCn1nnc2cc(C(=O)O)ccc21,0.2%,-4%,-4%,i,0.3,0.6%,1.3%,10%,-3%,-11%
COc1ccc(-n2ncc3c2CC(C)(C)CC3NC(=O)CCC2=NNC(=O)CC2)cc1 (stereo unspecified),-0.1%,-4%,6%,?,.,4.0%,0.7%,-2%,-19%,-29%
CCC(C)(C(=O)NC1CCCCC1)N(C(=O)CC1NC(=O)NC1=O)c1c(C)n(C)n(-c2ccccc2)c1=O (stereo unspecified),-0.3%,13%,2%,i,0.2,0.4%,0.1%,5%,-14%,-11%
COc1ccc(/C=C(\C#N)C(=O)c2cccn2C)cc1,0.0%,4%,-8%,i,0.7,2.3%,2.4%,8%,-22%,0%
O=C(CCNC(=O)Cn1ccc2ccccc2c1=O)NCCCN1CCN(c2ccc(F)cc2)CC1,-0.1%,5%,1%,i,1.3,0.2%,-1.3%,0%,12%,11%
Cc1ccc(S(=O)(=O)/N=C(/NC(=S)Nc2ccccc2)c2ccccc2)cc1,0.2%,-126%,-14%,i,1.3,-2.8%,-1.4%,-13%,14%,-67%
O=C1C2C(C(=O)N1c1ccc3c(c1)OCO3)C1C=CC2C12CC2 (stereo unspecified),0.0%,5%,8%,i,7.8,-3.3%,-1.3%,8%,-2%,-21%
CC(=O)N[C@@H](Cc1c[nH]c2ccccc12)C(=O)NCc1ccccc1,0.5%,-29%,-1%,i,0.0,0.9%,-2.5%,5%,5%,22%
CCc1cccc(NC(=O)CCS(=O)(=O)c2cc3c(cc2C)NC(=O)CO3)c1,-0.1%,4%,2%,i,1.8,4.3%,0.8%,-3%,-10%[20 µM],-24%
CCN(CC)S(=O)(=O)c1ccc(O)c(C(=O)OCC(=O)N2CCCC2)c1,0.7%,4%,14%,i,0.3,-4.4%,0.0%,-5%,6%,10%
Cc1cc(C(F)(F)F)c(C#N)c(SCC(=O)Nc2nc3cc(Br)ccc3s2)n1,0.5%,37%,15%,+,1.7*,3.2%,4.4%,-15%,-16%,67%*
CCOC(=O)C1CCCN(C(=O)Cn2nc(C)c3c(C)n(-c4ccccc4)nc3c2=O)C1 (stereo unspecified),-0.2%,6%,15%,i,3.1,5.2%,-0.9%,6%,11%,-5%
O=C(CCN1C(=O)CSC1=O)Nc1ccccc1,0.0%,4%,9%,i,0.9,5.4%,-0.9%,1%,35%,.
COc1cccc(C2CC(=O)Nc3cc4c(cc32)OCCO4)c1OC(C)C (stereo unspecified),-0.1%,-5%,-6%,i,1.6,0.7%,-1.7%,-3%,16%,-10%
Cc1nn(-c2ccccc2)c(C)c1NC(=O)Cc1cccs1,0.2%,-15%,0%,i,1.8,-2.0%,7.0%,4%,5%,-39%
CC(C)(C)c1nc(SCC(=O)N2CCCC2)c2ccccc2n1,-0.1%,-11%,7%,i,0.7,.,1.2%,2%,-31%[20 µM],-22%

# Bioassay records: PubChem BioAssay, several laboratories
